# Assay outcomes deposited in PubChem by National Center for Advancing Translational Sciences (NCATS).
# HT1080 IDH1KD tx: qHTS for induction of synthetic lethality in tumor cells producing 2HG: qHTS for the HT-1080-IDH1KD cell line. HT-1080 IDH1 knockdown viability, ATP luminescence, 48 h. Potency, µM (highest dose often 46.1 µM), for the others: at the top dose activity, negative = toxicity, usual class: cytotoxic. hit rate 2% among 360,000. AID 686971, 2013;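 also: potency is read from the fitted curve at half-maximal effect; 0% = DMSO wells and -100% = cell-free medium wells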
#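 Knockdown cells (IDH1KD HT-1080) received compounds 2 h after plating at 750 cells/well and were kept 48 h at 37 °C in 5% FBS RPMI. A CellTiter-Glo luminescence read gave % activity for curve fitting.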
# KB-3-1 tox: qHTS assay for MDR1-selective chemotherapeutics: Primary screen using the parental adenocarcinoma cell KB-3-1; Potency, µM (top dose mostly 46.1 µM), inactives show top-dose activity change, negative = cytotoxic, usual class: cytotoxic; KB-3-1 viability, CellTiter-Glo ATP luminescence, 72 h; hit rate 1.4% among 400,000; also: potency is read from the fitted curve at half-maximal effect; % is scaled to controls: 0 for no effect and ±100 for the full control effect; nearly all actives have a fitted effect of over 60% in size
#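 Cells are dispensed, compounds pinned in, plates held at 37 °C for 72 h, then CellTiter-Glo is added and luminescence read after 10 minutes. Cell line: parental KB-3-1 in phenol-red-free DMEM, 10% FBS.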
# DRD3 agonist: qHTS of D3 Dopamine Receptor Agonist: qHTS; D3R DiscoveRx beta-arrestin cells, luminescence, 90 min; max activation, %; D(3) dopamine receptor (Homo sapiens), P35462; AID 652048, 2013; hit rate 0.58% among 410,000; in the data active = max activation above about 30%; also: 0% is about no effect; mostly tested at two doses, the higher about 12 µM
# Target sequence (P35462 whole entry, looked up): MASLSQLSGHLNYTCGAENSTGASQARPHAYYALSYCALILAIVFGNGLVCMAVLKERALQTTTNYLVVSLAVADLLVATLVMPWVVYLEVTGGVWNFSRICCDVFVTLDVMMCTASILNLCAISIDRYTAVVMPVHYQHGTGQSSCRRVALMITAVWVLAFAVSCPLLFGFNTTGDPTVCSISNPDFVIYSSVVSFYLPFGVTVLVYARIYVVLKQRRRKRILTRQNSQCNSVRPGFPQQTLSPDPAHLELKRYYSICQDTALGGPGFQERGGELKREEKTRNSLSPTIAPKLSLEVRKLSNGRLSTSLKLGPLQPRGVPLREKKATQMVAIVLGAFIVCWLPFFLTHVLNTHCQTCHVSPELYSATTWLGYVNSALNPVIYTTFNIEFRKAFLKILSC
#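 Agonist mode: compounds and dopamine controls were applied to plated cells for 90 min at 37 degrees C after an overnight attachment at 1500 cells/well. Luminescent read-out followed 30 - 60 minutes at room temperature with DiscoveRx detection reagent.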
# DRD3 antagonist: qHTS of D3 Dopamine Receptor Antagonist: qHTS; D(3) dopamine receptor (Homo sapiens), P35462; D3R cells, DiscoveRx beta-arrestin luminescence, antagonist mode; hits give low values; max response, negative = inhibition, %; hit rate 2.5% among 360,000; in the data active = max response below about -50%; inconclusive = no clear call, values can overlap the other calls; also: % is scaled to controls: 0 for no effect and ±100 for the full control effect; mostly tested at two doses, the higher about 12 µM
#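 Cells expressing the human receptor were seeded at 1500 cells/well, incubated overnight at 37 degrees C in 5% CO2, then exposed to library compounds with dopamine controls for 90 minutes at 37 degrees C before luminescent detection.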
# HT1080-NT tox: qHTS for induction of synthetic lethality in tumor cells producing 2HG: qHTS for the HT-1080-NT fibrosarcoma cell line | HT-1080-NT fibrosarcoma viability, CellTiter-Glo ATP luminescence, 48 h | Potency, µM (highest dose often 46.1 µM), for inactives: top-dose activity, negative = less viability, hits mostly cytotoxic | hit rate 1.6% among 360,000 | AID 686970, 2013;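 also: NT is the 2HG producing partner of a matched IDH1 knockdown line; potency is read from the fitted curve at half-maximal effect; 0% = DMSO-treated cells and -100% = media-only wells without cells; nearly all actives have a fitted effect of over 55% in size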
#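 750 cells/well, RPMI + 5% FBS; 2 h settle, compound pin-transfer, 48 h at 37 degrees C. CellTiter-Glo 10 min RT, luminescence. Normalized to DMSO and media-only wells.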
# IL-1B inflam inh: qHTS for Inhibitors of Inflammasome Signaling: IL-1-beta AlphaLISA Primary Screen | THP-1 LPS/ATP IL-1B secretion, AlphaLISA, 16 h; hits give low values | activity change, % at 57.5 µM | hit rate 4.7% among 360,000 | AID 743279, 2014; in the data active = activity change below about -50%; inconclusive = mostly about -30% to -49%; also: % is scaled to controls: 0 for no effect and ±100 for the full control effect
#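 THP-1 cells pretreated 1 hr with compounds (up to 57.5 uM final), then stimulated with LPS (250 ng/mL final) plus ATP (1.25 mM final); secreted IL-1B measured by AlphaLISA after 16 hr, decreased signal indicating inhibition.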
# GLP-1R agonist: qHTS of GLP-1 Receptor Agonists. Glucagon-like peptide 1 receptor (Homo sapiens), P43220. HEK293 GLP-1R CRE-luciferase, luminescence, 4-6 h; cells express a hypersensitive GLP-1R form. Potency, µM (doses to about 45.6 µM), for the others: at the top dose activation, actives largely listed as activators. hit rate 0.007% among 380,000. AID 624172, 2012; also: potency is read from the fitted curve at half-maximal effect; % of control where 0% means no effect
# Target sequence (P43220 whole entry, looked up): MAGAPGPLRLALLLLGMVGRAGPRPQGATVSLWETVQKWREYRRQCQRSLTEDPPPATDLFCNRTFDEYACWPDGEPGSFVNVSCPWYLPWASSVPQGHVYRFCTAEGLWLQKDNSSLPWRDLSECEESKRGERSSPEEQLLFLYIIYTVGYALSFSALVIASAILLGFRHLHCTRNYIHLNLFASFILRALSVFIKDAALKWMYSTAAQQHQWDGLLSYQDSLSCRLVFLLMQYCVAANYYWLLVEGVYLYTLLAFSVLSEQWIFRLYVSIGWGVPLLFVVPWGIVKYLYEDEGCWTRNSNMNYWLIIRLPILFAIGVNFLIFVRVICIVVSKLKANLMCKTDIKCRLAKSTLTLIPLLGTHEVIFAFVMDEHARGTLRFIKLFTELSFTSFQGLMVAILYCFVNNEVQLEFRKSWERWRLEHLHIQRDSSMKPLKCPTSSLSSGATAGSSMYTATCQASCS
# SW480 rereplic: A quantitative high throughput screen for small molecules that induce DNA re-replication in SW480 colon adenocarcinoma cells; SW480 DNA re-replication, Hoechst DNA content imaging, 48 h; Potency, µM (highest dose often 46.1 µM), for inactives: top-dose re-replication activation, actives largely listed as activators; hit rate 1.8% among 340,000; also: potency is read from the fitted curve at half-maximal effect; % of control where 0% means no effect; nearly all actives have a fitted effect of over 55% in size
#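 SW480 cells exposed to compounds for 48 hr at 37 C, 5% CO2, then Hoechst-stained 40 min. Nuclear DNA content imaged by fluorescence scanning (405 nm excitation, 500-530 nm emission); re-replication scored as increased high-intensity nuclei.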
# KB-V1 cytotox: qHTS assay for MDR1-selective chemotherapeutics: Primary screen using the drug-selected MDR subline cells KB-V1. Potency, µM (doses to about 46.1 µM), for inactives: top-dose activity change, negative = cytotoxicity, most hits filed as cytotoxic. KB-V1 MDR cells viability, CellTiter-Glo, 72 h. AID 1347076, 2019. hit rate 3.4% among 400,000; also: potency is read from the fitted curve at half-maximal effect; % is scaled to controls: 0 for no effect and ±100 for the full control effect; nearly all actives have a fitted effect of over 60% in size
#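 KB-V1 MDR subline cells in DMEM (phenol-red free, 10% FBS) exposed to compounds in qHTS concentration series for 72 h at 37 degrees C. Viability read by CellTiter-Glo luminescence; concentration-effect curves fitted after normalization and correction.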
# * marks the source's active call; other numbers are inactive results; ? = inconclusive; / = not tested or not shown; [ ] = dose if it differs, or a comment. Unless noted, calls follow the shape of the dose curve; as a rule, active = well fitted curve in the direction sought with a large enough effect; inconclusive = small, poorly fitted or top-dose-only effect, or another doubt; inactive = no such curve, though single readings can be large; an effect the other way counts as inactive or inconclusive. Hits appear at their usual frequency; about 12% have a hit in one of these screens.
SMILES,HT1080 IDH1KD tx,KB-3-1 tox,DRD3 agonist,DRD3 antagonist,HT1080-NT tox,IL-1B inflam inh,GLP-1R agonist,SW480 rereplic,KB-V1 cytotox
CCC(CO)Oc1cc(NCc2ccccc2O)c2ncn(C(C)C)c2c1 (stereo not drawn),-7%,13%,50*,183,?,0,-2%,1%,3%
CCNc1ccc(C(=O)OCC(=O)NC(=O)NCC(C)C)cc1[N+](=O)[O-],14%,-10%,4,7,4%,19,4%,-1%,-4%
CCCCNS(=O)(=O)c1ccc2nc(SCC(=O)Nc3cccc(F)c3)[nH]c2c1,-34%,?,1,3,?,16,1%,1%,?
COC(=O)[C@@H]1CCCN1Cc1nc(Cc2ccccc2F)no1,21%,17%,0,6,3%,-2,-10%,1%,-4%
COC(=O)c1c(C(=O)OC)c(-c2ccc(F)cc2)n2c1CSC2,8%,-2%,-2,-9,-4%,-18,4%,-17%,-8%
CC1Cc2ccccc2N1C(=S)NC1CCCC1 (stereo not drawn),-2%,-1%,4,13,0%,3,2%,5%,18%
O=Cc1cn(CC(=O)Nc2ccccc2)c2ccccc12,-4%,-7%,1,-12,2%,20,3%,-1%,4%
O=C(CN1C(=O)NC2(CCCC2)C1=O)N1CCCSC1=Nc1ccccc1,?,0%,3,12,-23%,12,0%,3%,17%
COc1ccc(NC(=O)C2(c3ccc(NC(=O)c4ccc(OC)cc4)cc3)CCCC2)cc1,4%,5%,2,5,-3%,30,-9%,5%,-18%
CCN(CC)CCN(CC(=O)Nc1c(C)cc(C)cc1C)C(=O)c1ccccc1,-3%,21%,-14,-10,-5%,-68*,0%,2%,0%
Cc1ccc2cccc(NC(=O)c3ccc(-c4cccc([N+](=O)[O-])c4)o3)c2n1,/,25%,-9,/,/,/,3%,/,-2%
Cc1cc(NC(=O)C(C)SCC(=O)Nc2ccccc2N2CCCC2)no1 (stereo not drawn),12%,5%,2,0,18%,22,6%,-12%,-9%
COc1cccc(NC(=O)CN(C)C(=O)c2cccc(NS(=O)(=O)c3ccc(Br)cc3)c2)c1,0%,7%,9,4,-19%,-5,-5%,-9%,-17%
CCOc1ccc(OCCC(=O)NNC(=O)c2cc(OC)c(OC)c(OC)c2)cc1,0%,-2%,4,21,3%,6,10%,2%,-2%
Cn1c(=O)c(N=O)c(N)n(Cc2ccccc2)c1=S,/,-2%,/,/,/,/,-6%,-27%,-7%

# Nothing new here: four of the compounds above.
SMILES,HT1080 IDH1KD tx,KB-3-1 tox,DRD3 agonist,DRD3 antagonist,HT1080-NT tox,IL-1B inflam inh,GLP-1R agonist,SW480 rereplic,KB-V1 cytotox
Cc1ccc2cccc(NC(=O)c3ccc(-c4cccc([N+](=O)[O-])c4)o3)c2n1,/,25%,-9,/,/,/,3%,/,-2%
Cc1cc(NC(=O)C(C)SCC(=O)Nc2ccccc2N2CCCC2)no1 (stereo not drawn),12%,5%,2,0,18%,22,6%,-12%,-9%
COc1cccc(NC(=O)CN(C)C(=O)c2cccc(NS(=O)(=O)c3ccc(Br)cc3)c2)c1,0%,7%,9,4,-19%,-5,-5%,-9%,-17%
CCOc1ccc(OCCC(=O)NNC(=O)c2cc(OC)c(OC)c(OC)c2)cc1,0%,-2%,4,21,3%,6,10%,2%,-2%

# Other structures.
SMILES,HT1080 IDH1KD tx,KB-3-1 tox,DRD3 agonist,DRD3 antagonist,HT1080-NT tox,IL-1B inflam inh,GLP-1R agonist,SW480 rereplic,KB-V1 cytotox
CC(C)c1ccc(C(=O)N2CCOCC2c2cc(C(=O)Nc3ccccc3)no2)cc1 (stereo not drawn),-4%,0%,3,13,8%,-15,4%,/,1%
CCOC(=O)c1ccc(NC(=O)c2c(NCc3ccccc3)[nH]c(=O)[nH]c2=O)cc1,2%,0%,12,49,0%,39,1%,7%,-14%
CN(C(=O)c1cccc(NC(=O)Cc2ccc(NC(=O)C3CCCN(C(=O)C4CCCC4)C3)cc2)c1)C1CC1 (stereo not drawn),6%,0%,1,1,9%,0,-1%,-13%,0%
COc1cc(NC(=S)Nc2cccnc2)cc(OC)c1,23%,21%,-2,10,17%,-5,19%,?,1%
Cc1cccc(N2CCN(Cc3nc(-c4ccc(F)cc4F)oc3C)CC2)n1,-19%,-2%,-16,-86*,-13%,1,14%,29%[1.84 µM],3%
Cc1nn(C)c(C)c1CN(C)C(=O)C1c2ccccc2Oc2ccccc21,-4%,4%,-3,15,-1%,-24,1%,2%,-17%
COC(=O)c1ccc(-n2c(C)ccc2-c2ccccc2)cc1,?,10%,-4,-25,?,-9,5%,?,7%
Cc1cccc(-c2nc(CSCC(=O)N3CCN(c4ccccn4)CC3)c(C)o2)c1,?,?,3,10,-15%,-59*,-1%,5%,?
O=C(Nc1nnc(-c2ccc(Cl)cc2)o1)c1ccc(N2C(=O)CCC2=O)cc1,1%,5%,1,-4,2%,8,-8%,-1%,-7%
N#Cc1c(NC(=O)CN2CCCCC2)sc2c1CCC2,15%,11%,-4,-20,9%,17,-2%,-3%,-11%
COc1ccccc1-n1c(Cc2cccs2)n[nH]c1=S,21%,-3%,-9,-7,14%,14,9%,-3%,-15%
CCOc1cc(/C=N/Nc2cc(C)nc(-n3nc(C)cc3C)n2)ccc1O,5.8µM*,-26%,-41,-175*,5.8µM*,113,-1%,?,0%
Cc1cccc(C)c1NC(=O)c1cc2c(=O)c3ccccc3oc2nc1C(F)(F)F,-18%,-30%,27,10,-12%,54,-16%,17%,2.1µM*
CN(C)Cc1nc2c(c(=O)[nH]1)C1(CCCCC1)Cc1ccccc1-2,0%,0%,-19,-29,-14%,-8,-2%,11%,-10%
O=S(=O)(NCC1CC1)c1ccc(F)c(Cl)c1,2%,6%,6,1,-2%,2,10%,-4%,12%
CC1(C)CC(=O)c2cc(C(=O)Nn3cnnc3)c(=O)n(-c3ccccc3)c2C1,5%,-8%,1,8,0%,9,-2%,-3%,0%
Cc1ccc(CO/N=C/C2=C(Cl)c3ccccc3CC2)cc1,17%,0%,-7,-28,20%,-10,-1%,-5%,4%
COc1ccc2c3c(ccc2c1)C(=O)/C(=C/O)CC3,-20%,-17%,27,38,-8%,54,-8%,12%,?
CCOC(=O)c1c(NC(=O)C2CCCN(S(=O)(=O)c3ccccc3)C2)sc2c1CCCC2 (stereo not drawn),?,-22%,3,21,4%,-2,-9%,-5%,?
CN(C)C(=O)CCCc1nc(-c2ccc(Cl)cc2)no1,2%,-22%,12,28,12%,7,-7%,-3%,8%
Cc1cccc(C)c1NC(=O)COC(=O)c1ccc(N2CCCC2)c([N+](=O)[O-])c1,11%,-19%,-1,-12,8%,2,0%,1%,0%
CCc1cc(=O)oc2cc(C)cc(OCC(=O)NCCc3c[nH]c4ccccc34)c12,-2%,0%,2,33,-13%,?,10%,?,?
CSc1nc(C)nc(C2CC2)c1C#N,25%,-3%,13,4,6%,8,0%,-5%,3%
C=CCn1c(CNC(=O)c2ccco2)nnc1SCC(=O)c1ccc(OC)cc1,20%,14%,-11,13,4%,11,-1%,8%[1.84 µM],9%
Cc1ccc(C)c(N2CCN(C(=O)Cn3c(=O)oc4cc(S(=O)(=O)N5CCCC5)ccc43)CC2)c1,14%,21%,9,-1,13%,30,-5%,-2%,3%
CCOC(=O)c1ccc(NC(=O)c2ccccc2N(C)S(=O)(=O)c2ccccc2)cc1,-29%,?,0,12,-9%,-16,3%,-8%,?
O=C1OCCN1N=Cc1ccco1,9%,-1%,-2,-14,13%,3,10%,-10%,26%
COC(=O)c1sc(NC(=O)C2c3ccccc3Oc3ccccc32)c(C(=O)OC)c1C,-17%,0%,7,-12,0%,0,-2%,/,12µM*
O=C(c1ccccc1C(=O)N1CCN(c2ccccc2F)CC1)N1CCN(c2ccccc2F)CC1,-3%,-4%,-3,0,-6%,18,-3%,0%,?
CCOC(=O)[C@]12CCC=C1N(Cc1ccccc1)C(=O)[C@H](CC(=O)NCCc1ccccc1OC)C2,-1%,6%,0,-3,-4%,-4,-3%,/,?
COc1ccc(C(N)c2csc(NC(=O)Nc3ccccc3C(C)(C)C)n2)cc1 (stereo not drawn),?,0%,1,10,?,-29,-4%,/,2%
CCCOc1ccc(/C=C/C(=O)O)cc1OC,-2%,6%,-7,17,-7%,35,1%,-1%,11%
COc1ccc(OCC(=O)NS(=O)(=O)c2ccccc2)cc1,27%,3%,1,4,9%,7,2%,-5%,0%
CCOc1ccc(C(=O)CN2CCN(S(=O)(=O)c3ccc(Cl)cc3)CC2)cc1,-3%,-21%,-8,-57*,-4%,1,-4%,1%,0%
CC(=O)c1cc2c(cc1N(C(=O)Cn1nnc3ccccc31)C(C(=O)NCCC(C)C)c1cccnc1)OCO2 (stereo not drawn),16%,-24%,17,-5,20%,11,7%,-25%,-11%
O=C1c2ccccc2-c2onc3ccc(Oc4ccccc4)c1c23,4.1µM*,?,-9,-116*,-13%,-25,1%,9%,23µM*
O=C(NCc1ccc(F)cc1)c1ccc(N2CCOCC2)c([N+](=O)[O-])c1,16%,17%,-7,-2,14%,?,13%,-2%,-4%
O=C(Cn1c(S(=O)(=O)Cc2ccccc2)nc2ccccc21)N1CCCCC1,-7%,-9%,-11,-13,-4%,?,-4%,-4%,-17%
CCc1c(C)[nH]c(=S)c(C#N)c1C,14%,?,6,-6,13%,0,5%,4%,0%
